# Screening results deposited in PubChem BioAssay by National Center for Advancing Translational Sciences (NCATS).
# PI5P4Ka inh: inhibitors of human PI5P4K alpha; P48426; PI5P4Kalpha enzyme, ADP-Glo luminescence, 60 min; hits give low values; max response, %; 330,000 compounds, 1.2% hits; AID 652105; active = max response of -50% or lower; inconclusive = between -30% and -50%; inactive = -30% or higher; also: value at the top dose of about 77 µM; % is scaled to controls: 0 for no effect and ±100 for the full control effect
# Target sequence (P48426 whole entry, looked up): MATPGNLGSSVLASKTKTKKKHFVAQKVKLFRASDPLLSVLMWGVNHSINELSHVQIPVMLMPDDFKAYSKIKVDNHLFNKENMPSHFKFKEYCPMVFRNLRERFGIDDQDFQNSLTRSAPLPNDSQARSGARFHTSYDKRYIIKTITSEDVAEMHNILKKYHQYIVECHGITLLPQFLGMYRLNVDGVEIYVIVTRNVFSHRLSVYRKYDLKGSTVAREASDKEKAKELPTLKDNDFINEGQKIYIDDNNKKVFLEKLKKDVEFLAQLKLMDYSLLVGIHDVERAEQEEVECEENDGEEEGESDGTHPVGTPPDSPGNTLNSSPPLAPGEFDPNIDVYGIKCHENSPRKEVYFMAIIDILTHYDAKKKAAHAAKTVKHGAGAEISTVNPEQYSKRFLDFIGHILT
#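 Compounds were pin-transferred onto PI5P4Kalpha and substrate in HEPES pH 7.4 buffer with EGTA, CHAPS and 5% DMSO. ATP (5 microM final) started the reaction, which ran 60 minutes at room temperature before ADP-Glo detection.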
# D3 ag: agonists of human D3 dopamine receptor; D3R DiscoveRx beta-arrestin cells, luminescence, 90 min; max activation, %; 410,000 compounds, 0.58% hits; AID 652048; in the data active = max activation above about 30%; also: 0% is about no effect; mostly tested at two doses, the higher about 12 µM
# Target sequence (P35462 whole entry, looked up): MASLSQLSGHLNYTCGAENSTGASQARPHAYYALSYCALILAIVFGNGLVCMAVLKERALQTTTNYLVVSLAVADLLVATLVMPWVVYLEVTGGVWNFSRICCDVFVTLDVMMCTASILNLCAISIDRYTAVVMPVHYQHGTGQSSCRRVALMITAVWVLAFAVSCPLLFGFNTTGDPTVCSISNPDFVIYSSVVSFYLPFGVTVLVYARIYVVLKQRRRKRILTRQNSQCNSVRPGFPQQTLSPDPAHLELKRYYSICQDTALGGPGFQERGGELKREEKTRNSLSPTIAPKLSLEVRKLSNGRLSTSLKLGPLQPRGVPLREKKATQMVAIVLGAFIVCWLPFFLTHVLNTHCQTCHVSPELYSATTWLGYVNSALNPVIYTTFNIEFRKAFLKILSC
#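 Cells at 1500/well, incubated overnight, then treated with pinned compounds (dopamine as control) for 90 min at 37 degrees C. DiscoveRx reagent added for 30 - 60 minutes at room temperature; luminescence read.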
# D3 antag: antagonists of human D3 dopamine receptor; P35462; D3R cells, DiscoveRx beta-arrestin luminescence, antagonist mode; hits give low values; max response, negative = inhibition, %; 360,000 compounds, 2.5% hits; AID 652054; in the data active = max response below about -50%; inconclusive = no clear call, values can overlap the other calls; also: % is scaled to controls: 0 for no effect and ±100 for the full control effect; mostly tested at two doses, the higher about 12 µM
#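 Cells expressing the human receptor were seeded at 1500 cells/well, incubated overnight at 37 degrees C in 5% CO2, then exposed to library compounds with dopamine controls for 90 minutes at 37 degrees C before luminescent detection.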
# GLP1R inv ag: GLP-1 receptor (human) inverse agonism; 410,000 compounds, 1.6% hits; HEK293 GLP-1R CRE-luciferase, luminescence, 24 h; GLP-1R form is constitutively active; Potency, µM (doses to about 38.3 µM), without a hit: at the highest dose activity change, negative = inhibition, actives largely listed as inhibitors; P43220; also: potency is read from the fitted curve at half-maximal effect; % is scaled to controls: 0 for no effect and ±100 for the full control effect; nearly all actives have a fitted effect of over 55% in size
#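 HEK293 cells stably co-expressing constitutively active GLP-1R and a cAMP-responsive luciferase reporter were seeded in DMEM with 10% Nu serum, given compounds after 12 h, and incubated 24 h at 37 deg C. Luminescence was then read.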
# GLP-1R agonist: agonists of human GLP-1 receptor; HEK293 GLP-1R CRE-luciferase, luminescence, 4-6 h; cells express a hypersensitive GLP-1R form; Potency, µM (titrated, usually from 45.6 µM), for the others: at the highest dose activation, hits mostly activators; 380,000 compounds, 0.007% hits; AID 624172; also: potency is read from the fitted curve at half-maximal effect; % of control where 0% means no effect
# GLP1R cytotox: cytotoxicity counter-screen for GLP-1 receptor inverse agonists; 410,000 compounds, 0.13% hits; Potency, µM (doses to about 38.3 µM), for inactives: at the top dose activity change, negative = inhibition, actives largely listed as inhibitors; HEK293 cAMP-luciferase reporter cells, luminescence, 24 h;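 also: loss of luciferase light is scored as toxicity; potency is read from the fitted curve at half-maximal effect; % is scaled to controls: 0 for no effect and ±100 for the full control effect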
#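 Seeding density was 200 cells/uL; after overnight-length (12 h) culture, 23 nL compounds went on for 24 h at 37 °C. Readout used a luciferase detection reagent, luminescence taken after 12 min at room temperature.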
# IL-2 act: activates IL-2 in a cell-based reporter assay | IL-2 activation reporter assay, cell-based qHTS; stimulated with anti-CD3/CD4/CD28 beads; in transgenic mouse T cells | activation, % (series mostly up to about 46 µM) | 360,000 compounds, 0.065% hits; in the data active = activation above about 50%; inconclusive = mostly about 30% to 49%; also: 0% is about no effect
#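 Unstimulated transgenic mouse T cells, 750 per well, received compound and, after 60 minutes, anti-CD3/anti-CD4 bead plus anti-CD28 stimulation. EGFP and DsRed were quantified after 18 hours.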
# WRN inhibitor: WRN helicase (human) inhibition. Q14191. WRN helicase unwinding, fluorescent forked duplex, kinetic. Potency, µM (highest dose often 114 µM), inactives show at the top dose activity change, negative = inhibition, actives largely listed as inhibitors. 360,000 compounds, 0.46% hits. AID 651768; also: potency is read from the fitted curve at half-maximal effect; % is scaled to controls: 0 for no effect and ±100 for the full control effect; nearly all actives have a fitted effect of over 55% in size
#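 WRN at 20 nM final preincubated with compound 15 min at room temperature; reaction started with 100 nM fluorophore/quencher forked duplex oligonucleotide and 2 mM ATP final. Unwinding followed kinetically by red fluorescence (ex 525, em 598 nm).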
# PLK1 PBD inh: blocks phosphopeptide binding to human PLK1 polo-box domain. P53350. Plk1 PBD binding of FITC phosphopeptide, fluorescence polarization. Potency, µM, without a hit: max response, negative = inhibition, most hits filed as inhibitors. 360,000 compounds, 2.8% hits; also: potency is read from the fitted curve at half-maximal effect; series mostly up to about 57 µM; % is scaled to controls: 0 for no effect and ±100 for the full control effect; nearly all actives have a fitted effect of over 65% in size
# Starred values were filed as active, the others as inactive; ? = inconclusive; · = not tested or not shown; [ ] = remark or other dose. Unless noted, calls follow the shape of the dose curve; as a rule, active = well fitted curve in the direction sought with a large enough effect; inconclusive = small, poorly fitted or top-dose-only effect, or another doubt; inactive = no such curve, though single readings can be large; an effect the other way counts as inactive or inconclusive.
no.	SMILES	WRN inhibitor	D3 antag	D3 ag	GLP-1R agonist	GLP1R inv ag	PI5P4Ka inh	GLP1R cytotox	IL-2 act	PLK1 PBD inh
1	CC(C)[C@H](CO)Nc1nc(Nc2ccc(Cl)c(C(=O)O)c2)c2ncn(C(C)C)c2n1	-3%	0	-27	-5%	-4%	-20	-18%	-0.3	-6%
2	CCOc1ccc(C(=O)N/N=C(/C)C2C(=O)c3ccccc3C2=O)cc1	-22%	-27	-3	-7%	?	2	?	1.1	0%
3	Cc1cc(NS(=O)(=O)c2ccc(Nc3nc(-c4ccc(C)c(C)c4)cs3)cc2)no1	?	-20	4	-2%	?	?	?	-3.5	-2%
4	CCOc1ccc(-c2nnc(SCC(=O)Nc3ccc4c(c3)c3ccccc3n4CC)n2N)cc1	-19%[57.1 µM]	-14	22	-17%	0%	-5	?	-4.5	-3%
5	COc1ccc(NC(=O)CCCCn2c(=O)[nH]c3ccccc3c2=O)cc1	1%	28	1	6%	-5%	9	-17%	0.6	-12%
6	CCOC(=O)c1ccc(NC(=S)N2CCN(S(C)(=O)=O)CC2)cc1	8%	7	-3	-6%	-6%	2	4%	-3.5	-1%
7	COC(=O)c1c(NC(=O)CN2C(=O)NC3(CCC(C)CC3)C2=O)sc2c1CCC2 (stereo unspecified)	-1%	-6	6	-1%	10%	4	3%	-0.1	-6%
8	COc1ccc(Cl)cc1NC(=S)N1CC(C)OC(C)C1 (stereo unspecified)	3%	11	5	-2%	-47%	0	1%	1.4	-2%
9	COc1cccc(/C=N/NC(=O)c2c(C)nc3ccc(Br)cn23)c1O	-11%	19	8	9%	?	4	?	-0.5	?
10	COc1ccc(NC(=O)c2nnn(CC(=O)Nc3ccc4c(c3)OCO4)c2N)c(OC)c1	-11%	-2	-3	-4%	-23%	-24	3%	2.7	-23%
11	COc1ccc(N2CCN(/C(=N\S(=O)(=O)c3ccc(C)cc3)Nc3nc(C)cc(C)n3)CC2)cc1	-1%	5	2	-1%	-3%	-2	-2%	0.1	3%
12	CCOC(=O)NC(=O)/C(N=Nc1ccc(C(F)(F)F)cc1)=C(\C)O	5%	-2	3	8%	-32%	-13	-4%	-1.0	-5%
13	Cn1c(CCCNC(=O)c2cccs2)nc2ccccc21	-3%[57.1 µM]	-2	-13	-2%	0%	·	-5%	-1.4	2%
14	CC(=O)Nc1ccc(S(=O)(=O)N2CCC(N(C)CCC(C)C)CC2)cc1	1%	-26	-2	2%	-17%	4	17%	-3.5	-2%
15	Cc1cc2nc(CCN(Cc3cccnc3)C(=S)Nc3ccc(F)cc3)[nH]c2cc1C	-4%	7	4	1%	-7%	·	-33%	-2.3	-2%
16	COc1ccc(CNC(=O)C2CCCN(C(=O)Nc3ccc(OC)cc3)C2)cc1 (stereo unspecified)	-7%[57.1 µM]	7	-11	20%	-28%	6	-1%	-0.4	3%
17	CN1CCN(c2ccc(C(=O)c3ccccc3)cc2[N+](=O)[O-])CC1	-8%	-14	-10	12%	?	1	-18%	-2.9	-5%
18	Cn1nnnc1SCC(=O)Nc1ccc(Cl)c(S(=O)(=O)N2CCOCC2)c1	8%	-16	5	-2%	0%	1	-3%	2.4	-1%
19	O=C(CSc1nc2nc3c(cc2c(=O)n1-c1ccccc1)CCCC3)Nc1ccccc1	0%	4	3	11%	8%	-10	6%	1.7	5%
20	COC(=O)C1C(=O)C=C(N2CCOCC2)CC1(C)C (stereo unspecified)	-3%	11	6	-2%	4%	3	-6%	1.0	-5%
21	O=C(CSCc1ccc(Br)cc1)NCc1ccccn1	-1%[57.1 µM]	43	4	2%	6%	0	-4%	-2.0	-10%
22	CCOC(=O)C1(Cc2cccc(OC)c2)CCN(CC2CC=CCC2)CC1 (stereo unspecified)	9%	?	-18	5%	?	12	-3%	3.0	-1%
23	Cc1ccc(OC(=O)c2cccc(C(=O)Oc3ccc(C)cc3)n2)cc1	-8%	14	1	13%	1%	-3	16%	-3.2	-3%
24	N#C/C(=C1/CCCCCN1)c1nc2ccccc2[nH]1	-6%	8	3	30%	-18%	0	18%	1.9	-4%
25	O=C(Cc1cccs1)NCc1ccco1	6%	10	0	-17%	4%	3	2%	-0.6	-4%
26	COC(=O)C[C@@H]1CC[C@H](NC(=O)c2cnccn2)[C@@H](CO)O1	-3%	17	9	·	-1%	-4	-1%	-0.3	6%
27	COc1ccc(CCCc2nnc(SCC(=O)Nc3ccccc3F)o2)cc1	-4%	4	2	2%	3%[7.66 µM]	1	14%[7.66 µM]	-0.3	-4%
28	CCn1cc2nc(SCC(=O)Nc3cc(OC)cc(OC)c3)n(Cc3ccc(Cl)cc3)c(=O)c2n1	·	·	-8	0%	-23%	·	-6%	·	·
29	CCN(CC)S(=O)(=O)c1ccc2[nH]c(=O)cc(C(=O)NCc3ccccc3)c2c1	8%	13	3	-1%	7%	6	-21%	0.0	0%
30	Cc1c(C(=O)Nc2cc(S(=O)(=O)N3CCOCC3)ccc2N2CCN(C)CC2)oc2ccccc12	-9%	12	-6	14%	14%	9	0%	-1.2	-11%
31	CC[C@H](C)[C@@H](C(=O)NCCCCCCCCCCC(=O)N1CCN(C(=O)OC(C)(C)C)CC1)n1cc(CCCCCNC(=O)OC(C)(C)C)nn1	-3%	-8	0	2%	?	-8	0%	-0.1	-1%
32	COC(=O)c1cc(N/C(N)=N/c2nc(C)cc(C)n2)cc(C(=O)OC)c1	21%	0	-9	1%	4%	-8	2%	-2.9	1%
33	C[C@@]12C(=O)Nc3cc(F)c(F)cc3C(=O)N1[C@H]1c3ccccc3OC[C@@H]1[C@@H]2c1ccccc1	2%	-2	-17	-1%	?	3	4%	0.4	-1%
34	Cc1cc(C(=O)Nc2ccc3c(c2)OCCO3)c(C)o1	6%	-11	-4	-7%	?	-6	-20%	-0.9	?
35	COc1ccc(C(=O)Nc2ccc(NC(=O)c3cccs3)cc2)cc1[N+](=O)[O-]	-4%	-19	-2	13%	?	-11	2%	-3.5	-1%
36	O=S(=O)(NCCc1ccccc1)c1ccc(F)cc1	2%	-13	15	-5%	-5%	2	1%	0.1	-11%
37	COCCn1cnnc1SCC(=O)Nc1sccc1C(N)=O	-18%	14	0	-1%	-9%	-24	-2%	0.1	-3%
38	CC(O)(CC(=O)CC(=O)c1ccccc1)c1ccccc1 (stereo unspecified)	-13%	?	-11	-11%	?	12	-4%	-1.2	-7%
39	CC(Sc1ccsc1[N+](=O)[O-])C(=O)N1CCN(c2ccccn2)CC1 (stereo unspecified)	-13%[11.6 µM]	-21	-21	-6%	1%	?	4%	-0.6	-16%
40	Cc1nc(/C=[N+](\[O-])C(C)(C)/C=N/O)n(O)c1C	3%	10	-10	-2%	0%	-7	-14%	0.5	-1%
41	COc1cccc(CN(C)CC(=O)Nc2sc3c(c2C#N)CCC3)c1	-6%	1	2	16%	14%	-18	-2%	-0.2	-12%
42	Cn1c(CN(O)S(=O)(=O)c2ccc(Cl)cc2)nnc1C(F)(F)F	0%	10	12	-1%	2%	0	5%	0.9	1%
43	O=C1CN(C(=O)COC(=O)c2cc(S(=O)(=O)N3CCOCC3)ccc2Cl)c2ccccc2N1	-5%	4	-8	15%	-3%	0	-4%	-1.5	-3%
44	CCOC(=O)Nc1ccc2c(CN3CCN(S(=O)(=O)c4ccccc4)CC3)cc(=O)oc2c1	2%	11	4	1%	92%[activator]	·	14%	0.1	-3%
45	Cc1cc(Nc2ccccc2C(=O)O)nc2nc3ccccc3c(=O)n12	-5%	25	7	15%	0%	·	-2%	-0.1	-3%
46	COc1ccccc1NC(=O)Nc1ccnn1C1CCN(C(=O)c2cccnc2)CC1	3%	-12	-2	-1%	-8%	0	-10%	0.2	-10%
47	CCOC(=O)N/N=C(/C)c1ccc(N2C(=O)C3CCCCC3C2=O)cc1 (stereo unspecified)	-2%	22	-9	7%	0%	1	-10%	-0.3	-5%
48	Cc1ccc(C)c(CN2CCNC2=O)c1	4%	9	5	-8%	8%	·	-5%	-2.0	-7%
49	Cc1c(C(=O)N(CCc2ccccc2)Cc2ccccc2)cccc1[N+](=O)[O-]	-6%	-16	-5	-9%	?	1	-26%	-4.3	-19%
50	CC(=O)Nc1ccc(SCC(=O)c2cc(C)ccc2C)cc1	-11%	-8	-5	6%	10%	1	1%	-0.2	19µM*
51	Cc1ccc(C(=O)NCCNC(=O)CN2CCOCC2)cc1	1%	5	2	-5%	2%	0	-4%	-2.1	-3%
52	O=C(N/N=C/c1ccccc1O)NC12CC3CC(CC(C3)C1)C2	-4%	?	-13	21%	10µM*	17	-4%	-4.1	-2%
53	COc1ccc(NC(=O)Nc2ncccc2C)cc1	-9%	1	-2	4%	0%	·	1%	-0.3	0%
54	Cc1cc(OCC(=O)NC2CCN(Cc3ccccc3)CC2)c2c(C)c(C)c(=O)oc2c1	-11%	-82*	-17	0%	4%	3	-1%	-2.7	-22%
55	COc1cc(C(=O)Nc2cccc(NC(=O)c3ccccc3)c2)cc(OC)c1OC	1%	34	6	0%	10%	1	-15%	-0.3	4%
56	Cc1ccc(NC(=O)CCc2ccc(S(=O)(=O)NC3CCCCC3)cc2)cc1	-8%	-1	1	-5%	?	5	-4%	-2.7	-3%
57	CCOC(=O)C1=NOC(CNC(=O)C2=NOC(CNC(=O)c3c(-c4ccccc4Cl)noc3C)C2)C1 (stereo unspecified)	-3%	0	9	1%	2%	2	-4%	-0.1	-2%
58	Cc1cc(S(=O)(=O)NCC(c2ccc(F)cc2)N2CCN(C)CC2)ccc1F (stereo unspecified)	-3%	-4	-8	7%	?	2	3%	0.3	-8%
59	CC(C)(C)c1cc(/C=C2\NC(=O)NC2=O)cc(C(C)(C)C)c1O	-3%[57.1 µM]	12	8	16%	?	0	-6%	-3.0	1%
